S3 lipid droplet = qHTS Assay for Lipid Storage Modulators in Drosophila S3 Cells. Potency in µM for hits, for the others lipid storage change, negative = inhibition, % at the top dose, mostly 46.1 µM. 320,000 compounds, 0.64% hits. AID 2685. Drosophila S3 cells, BODIPY lipid droplet fluorescence, 18-24 h; cells fed with added oleic acid; active = well fitted inhibition curve with a large enough effect in the signal ratio, with a control signal flat, not every such curve was filed as active; inconclusive = small, poorly fitted or top-dose-only effect, or effect the other way, or a change in a side signal; the % refers to the signal ratio
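Drosophila S3 cells loaded with oleic acid (400 uM, as added) and compounds at several concentrations; lipid droplets imaged by 488-nm laser-scanning cytometry, 500–530 nm intensity and object ratio to cell channel. Percent activity normalized to 20 uM Triacsin C.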
S3 lipid droplet cell count max = further read-out of S3 lipid droplet, marked with its call; cell number change, %; measured here: cell count max response;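 cells counted by Cell Tracker Red CMTPX staining in the red channel; peak over a dose series mostly up to 46.1 µM; percent activity relative to internal control wells on each plate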
Numbers without * were called inactive; i = inactive; ? = inconclusive; . = not tested or not shown. % is scaled to controls: 0 for no effect and ±100 for the full control effect; potency is read from the fitted curve at half-maximal effect. These rows are one share of the data; rates above refer to the full screens.

Start of the listing, in advance:
SMILES | S3 lipid droplet | S3 lipid droplet cell count max
CN1CCN(c2nc(C(N)=O)cc(-c3ccccc3)n2)CC1 | 5% | -11
COc1cc(/C=N/NC(=O)c2cccnc2)ccc1OC(=O)c1ccc2c(c1)OCO2 | 22% | -4

Main list (from the top)
SMILES | S3 lipid droplet | S3 lipid droplet cell count max
CN1CCN(c2nc(C(N)=O)cc(-c3ccccc3)n2)CC1 | 5% | -11
COc1cc(/C=N/NC(=O)c2cccnc2)ccc1OC(=O)c1ccc2c(c1)OCO2 | 22% | -4
O=C(NNC(=O)c1ccccc1Br)c1cccc(Cl)c1 | -8% | -12
CCc1ccc2oc(-c3cccc(N)c3)nc2c1 | -11% | -26
Cc1ccc(-c2nnc(NC(=O)c3c(F)cccc3Cl)s2)cc1 | ? | .
O=C(O)CNC(=O)c1ccc(NC(=O)/C(=C/c2ccccc2)NC(=O)c2ccccc2)cc1 | 1% | -23
CCN1C(=O)C2C(C1=O)N1C(c3ccccc3)C3C(=O)N(CC)C(=O)C3N1C2c1ccccc1 (stereo not given) | ? | .
O=C(Nc1ccc(N2CCN(Cc3ccccc3)CC2)cc1)c1cccnc1 | i | .
CCOc1ccccc1C1C(C(N)=O)=C(C)Nc2nc(-c3ccccc3Cl)nn21 (stereo not given) | ? | .
COc1ccc([N+](=O)[O-])cc1NC(=O)Cc1noc2ccccc12 | -1% | 8
O=C(Cn1nnc(-c2ccc(CN3CCOCC3)cc2)n1)N(c1ccccc1)c1ccccc1 | 3% | 16
COc1ccc(C(=O)Nc2ccc(-c3ccc(NC(=O)c4ccc(OC)cc4)c(OC)c3)cc2OC)cc1 | 4% | 1
Cc1ccnc(NC(=O)Nc2ccc(F)cc2)c1 | ? | .
CCOC(=O)C1=C(CSc2nccn2C)NC(=O)NC1c1cc(C)ccc1C (stereo not given) | ? | .
CN(C)S(=O)(=O)c1ccc2[nH]cc(/C=C/c3nc4ccccc4c(=O)n3-c3ccccc3)c2c1 | -12% | -14
COc1ccc(-c2cn(-c3ccc(Cl)cc3)c3[n+]2CCCCC3)cc1 | -1% | -20
CCc1ccc(CN(C)C(=O)CCc2nc3ccccc3n(-c3ccc(OC)cc3)c2=O)cc1 | -25% | 7
O=C(c1ccc(F)cc1)N1CCC(c2ccccc2)C1 (stereo not given) | 7% | 12
Cc1ccc(-c2cc(C(=O)O)c3ccccc3n2)c(C)c1 | 11% | -1
COC(=O)COc1ccc(S(=O)(=O)NCc2cccnc2)cc1 | -8% | -21
COc1ccccc1C(=O)NC(=Nc1nc2ccccc2o1)NC(=O)c1ccccc1OC | ? | .
OCCN1CCOCCN(CCO)CCN(CCO)CC1 | 9% | 16
CS(=O)(=O)c1ccc(C(=O)OCC(=O)NC(=O)C2CCCCC2)cc1[N+](=O)[O-] | ? | .
O=C(O)c1cccc(NC(=O)c2cn(-c3ccccc3)nc2-c2ccncc2)c1 | ? | .
COc1ccc(CNC(=O)CN(Cc2cccs2)C(=O)CCC(=O)Nc2ccccn2)cc1 | i | .
Cc1cccc(NC(=O)C2CC(=O)OC23CCCCC3)c1 (stereo not given) | ? | .
Cc1ccc(NC(=O)COC(=O)Cc2ccsc2)cc1S(=O)(=O)N1CCOCC1 | 6% | 4
COc1ccc([N+](=O)[O-])cc1NC(=O)Cc1noc2ccc(C)cc12 | ? | .
COc1cccc(-n2nnnc2SCC(=O)Nc2ccc(C(C)=O)cc2)c1 | 10% | 12
Cc1ccc(NC(=O)C2CCN(c3cnccn3)CC2)cc1 | ? | .

Random excerpt: four entries already listed, in no set order.
SMILES | S3 lipid droplet | S3 lipid droplet cell count max
Cc1ccc(NC(=O)COC(=O)Cc2ccsc2)cc1S(=O)(=O)N1CCOCC1 | 6% | 4
OCCN1CCOCCN(CCO)CCN(CCO)CC1 | 9% | 16
COc1cccc(-n2nnnc2SCC(=O)Nc2ccc(C(C)=O)cc2)c1 | 10% | 12
COc1ccc([N+](=O)[O-])cc1NC(=O)Cc1noc2ccc(C)cc12 | ? | .

Other records.
SMILES | S3 lipid droplet | S3 lipid droplet cell count max
CSc1nc2c(c(=O)[nH]1)C(c1ccc(C(F)(F)F)cc1)CC(=O)N2 (stereo not given) | ? | .
COc1ccccc1-n1cnc2sc(C)c(C)c2c1=O | 9% | 25
Cc1cccc(/C=C2/C(=O)/C(=C/c3ccccc3C)C3CCC2N3C)c1 (stereo not given) | 8% | 17
CCOc1ccc(CC2CCC(=O)NC2=O)cc1 (stereo not given) | ? | .
Cc1ccc2c(c1)C(c1ccccc1)N(C(=O)c1c(F)cccc1Cl)CC(=O)N2 (stereo not given) | ? | .
CC(C)N1CCN(Cc2nc3c(s2)CCCC3)CC1CCO (stereo not given) | 6% | 4
CC(=O)c1ccccc1NC(=O)COC(=O)c1cc(C)oc1C | ? | .
O=[n+]1c2c(n([O-])c3cc(F)c(N4CCCC4)cc31)CCCC2 | ? | .
CCN1CCN(Cc2c(OC)ccc3ccccc23)CC1 | ? | .
O=c1c2c(nc3cc(-c4ccccc4Cl)[nH]n13)CCS2 | ? | .
CC1(CCc2ccccc2)NC(=O)N(CC(=O)Nc2ccc3c(c2)OCCO3)C1=O (stereo not given) | ? | .
COc1ccc(-n2nc(C(=O)NCC(=O)NCCCN3CCN(C)CC3)c3ccccc3c2=O)cc1 | ? | .
COCCn1nnnc1C(C(C)C)N1CCCC(C)C1 (stereo not given) | -11% | 10
Brc1ccccc1-c1nnc(COc2ncnc3ccccc23)o1 | 16% | -3
Cc1nn(C)c(Cl)c1S(=O)(=O)N[C@@H](c1ccccc1)[C@]1(C)C[C@H]1[C@@H](C)C(=O)Nc1ccc2ccccc2c1 | ? | .
CCOc1ccccc1OCc1nn2c(-c3ccc(C)cc3)nnc2s1 | ? | .
COc1ccc(OC(=O)NCCc2ccccc2)cc1 | 6% | .
CCOC(=O)N1CCN(CC(=O)Nc2ccc(Oc3ccccc3)cc2)CC1 | i | 14
c1cc[n+](CCCC[n+]2ccccc2)cc1 | ? | .
CC(=O)NS(=O)(=O)c1ccccc1 | -12% | -7
COc1ccc(S(=O)(=O)Nc2cccc(-c3ccc(N4CCCCCC4)nn3)c2)cc1OC | ? | .
CCOC(=O)N1CCC(NC(=O)c2ccc3c(c2)N(Cc2ccccc2)CCS3)CC1 | ? | .
COc1ccc(CC(=O)Nc2nc(-c3cc(OC)ccc3OC)cs2)cc1 | 4% | 3
CC(=O)Nc1cc(S(=O)(=O)C(F)(F)F)ccc1Cl | ? | .
CCN(CC(=O)Nc1ccccc1C(F)(F)F)C(=O)c1cccc(S(=O)(=O)N2CCN(C)CC2)c1 | ? | .
CC(=O)c1ccc(Nc2ncnc3c2oc2ccccc23)cc1 | ? | .
CN1CCN(Cc2c(O)ccc3c(-c4ccccc4)cc(=O)oc23)CC1 | ? | .
CCOc1ccc2[nH]c(=O)c(C(c3nnnn3C3CCCCC3)N3CCN(C)CC3)cc2c1 (stereo not given) | ? | .
COc1ccc(/C=C2\N=C(c3c(-c4ccccc4)noc3C)OC2=O)cc1OC | -7% | 4
Cc1ccc(N/C=C(/C#N)c2ccsc2)cc1 | ? | .
COCc1c(C(=O)N/N=C\c2cccnc2)nnn1-c1nonc1N | ? | .
COC(=O)c1c(C(=O)NCc2ccccc2)ncn1CC(O)COc1ccccc1 (stereo not given) | ? | .
COc1ccccc1NS(=O)(=O)c1cccc(NC(=O)NCCCl)c1 | -8% | -3
CC(C)(C)C(=O)NC(=S)N1CCc2ccccc21 | ? | .
Cc1ccc(S(=O)(=O)N2CCC(C(=O)Nc3ccncc3)CC2)cc1 | ? | .
O=C(NCC(=O)N1CCN(c2ccccc2O)CC1)c1cccs1 | ? | .
Cc1noc(C)c1S(=O)(=O)NCc1ccc2c(c1)OCO2 | ? | .
COc1cc(C(=O)NCc2nnc(SCC(=O)Nc3c(C)cc(C)cc3C)o2)cc(OC)c1OC | i | 3
Cc1ccc(C)c(COC(=O)c2cc(S(=O)(=O)N3CCCCC3)ccc2N2CCOCC2)c1 | ? | .
CN(CC(=O)Nc1cccc(F)c1)C(=O)C1CC(=O)N(CCc2ccccc2)C1 (stereo not given) | ? | .
COc1ccccc1C(CNC(=O)C(C)Oc1ccc(Br)cc1)N1CCCC1 (stereo not given) | 21% | .
COC(=O)C1=C(NC(=O)c2ccc(C)c(C)c2)CCS1 | ? | .
CCC(=O)N1CCc2cc(S(=O)(=O)CCC(=O)N3CCN(c4ccc(F)cc4)CC3)ccc21 | ? | .
Cc1ccccc1C(=O)c1cccn1CC(=O)NCc1ccccc1Cl | i | .
Cc1ccc(NC(=O)COC(=O)c2ccc(CN3CCCC3=O)cc2)cc1C | ? | .
CCOc1ccccc1N=C1NC(=O)CS1 | i | .
CC1CCCCN1Cc1ccc(N)cc1 (stereo not given) | 2% | 14
O=C(Cn1cnc2c(nc3n2CCCCC3)c1=O)Nc1cccc(C(F)(F)F)c1 | i | 34
Cc1cc2ccccc2n1CCNC(=O)C(C)Oc1ccccc1 (stereo not given) | i | .
COc1cc(/C=N/n2cc(-c3ccccc3)[nH]c2=S)cc(OC)c1O | -1% | .

Whole records from above. Screens in order: S3 lipid droplet, S3 lipid droplet cell count max
COc1ccc(S(=O)(=O)Nc2cccc(-c3ccc(N4CCCCCC4)nn3)c2)cc1OC in the list: ?, .
O=C(Cn1nnc(-c2ccc(CN3CCOCC3)cc2)n1)N(c1ccccc1)c1ccccc1 in the list: 3%, 16

(listing goes on)
SMILES | S3 lipid droplet | S3 lipid droplet cell count max
CCCCOCCCNC(=O)c1ccccc1OCC | i | 0
Cc1nc(NC(=O)CN(C)S(=O)(=O)c2ccc(Br)cc2)sc1C | ? | .
CSc1ccccc1NC(=O)c1ccccc1N(Cc1ccccc1)S(C)(=O)=O | -4% | 0
Cn1ncc(Cl)c1C(=O)Nc1sc2c(c1C(N)=O)CCC2 | 0% | 6
CC1CC(C)(C)N(C(=O)NC2CCCCC2)c2ccccc21 (stereo not given) | ? | .
Cc1cc(C)nc(NS(=O)(=O)c2cccs2)c1 | 10% | -25
O=C(Cc1ccccc1F)Nc1ccc(S(=O)(=O)N2CCCCC2)cc1 | ? | .
O=C(COc1ccccc1)NC1=NCCS1 | i | 12
O=C(NCCc1ccc(Cl)cc1)C1(c2ccccc2)CC1 | ? | .
O=C(NC1CCCN(Cc2ccccc2F)C1)c1cccc(N2CCCC2=O)c1 (stereo not given) | -15% | 3
CCN(CC)c1ncc(C#N)c(N)n1 | -11% | -7
O=C(CC1COc2ccccc2O1)NCc1ccccc1 (stereo not given) | 1% | 4
CC(C)C(c1nnnn1C1CCCCC1)N1CCc2ccccc21 (stereo not given) | i | 19
CSc1ccccc1COC(=O)Nc1ccccc1C | ? | .
COc1ccc(-c2[nH]ncc2/C=N/NC(=O)c2cc(Br)ccc2O)c(OC)c1 | 7% | 7
CN(C)CCN1C(=O)C(=O)/C(=C(/O)c2ccc(S(=O)(=O)N3CCOCC3)cc2)C1c1ccc(F)cc1 (stereo not given) | ? | .
CCn1nc(C)c(CNC(=O)CC2C(=O)NCCN2CC(C)(C)C)c1C (stereo not given) | 28% | 19
CC(=O)c1cccc(OCc2cc(C(=O)N(C)C(C)c3ccccn3)no2)c1 (stereo not given) | ? | .
Cc1ccccc1OCC(=O)Nc1cccc(C(=O)O)c1 | -13% | 0
COC(=O)c1sccc1NC(=O)CN1CCN(c2ccc(F)cc2)CC1 | 22% | -17
CCCOc1ccccc1-n1sc2c(c1=S)-c1cc(OC)cc3c1N(C(=O)C3=O)C2(C)C | ? | .
OCCN1CCN(C(=S)c2ccc(Cl)cc2)CC1 | ? | .
CC(C)(O)c1[nH]c2ccc(C#N)cc2c1C(C)(C)O | ? | .
COc1ccc(O)c(-c2nc(N)nc(N)n2)c1 | ? | .
COc1cc2cc(C(=O)N/N=C/c3ccc(F)cc3)[nH]c2cc1OC | ? | .
COC(=O)c1c(NC(=O)c2c(C)noc2C)sc2c1CCCCCC2 | ? | .
O=C(Cc1ccccc1F)Nc1cc(S(=O)(=O)N2CCCC2)ccc1Cl | ? | .
CC(C)CN(C(=O)c1cc(=O)[nH]c2ccccc12)c1c(N)n(Cc2ccccc2)c(=O)[nH]c1=O | 3% | 12
COC(=O)c1cc(Br)c(=O)n(-c2cc(C)on2)c1 | ? | .
Cc1ccc(C(=O)NNc2nc3ccccc3nc2C(F)(F)F)cc1 | 19% | 24

Structural class: the compounds so far containing a furan ring, fused or not
SMILES | S3 lipid droplet | S3 lipid droplet cell count max
CC(=O)c1ccccc1NC(=O)COC(=O)c1cc(C)oc1C | ? | .
CC(=O)c1ccc(Nc2ncnc3c2oc2ccccc23)cc1 | ? | .

Following part.
SMILES | S3 lipid droplet | S3 lipid droplet cell count max
COc1cc(/C=C2\C(=N)N3N=C(C)SC3=NC2=O)cc(Cl)c1OCCOc1ccc(NC(C)=O)cc1 | ? | .
CCN(CC)CCn1c(=S)[nH]c2cc3c(cc2c1=O)OCO3 | ? | .
COCC(=O)N1CCCN(c2nc3c(C)cccc3cc2C#N)CC1 | i | 0
CCc1ccc(CNC(=O)CCc2nc(-c3cccs3)no2)cc1 | ? | .
CCOC(=O)c1cc(CC)sc1NC(=O)CN1CCN(C(=O)C2CCCO2)CC1 (stereo not given) | i | -6
Cc1nc2nc(SCC(=O)c3ccc([N+](=O)[O-])cc3)[nH]c2cc1Br | -14% | -4
O=C(CNC(=O)c1cccs1)Nc1ccc(N2CCOCC2)cc1 | i | -1
COc1ccc(Cn2ccnc2SCC(=O)Nc2ccccc2F)cc1 | ? | .
